Compound activity from PubChem BioAssay.
XIAP displacement: small molecules displacing peptide from XIAP – biochemical, IAP family, fluorescence polarization (AID 1018) | XIAP BIR domain, fluorescence polarization peptide displacement; higher % means a stronger effect | one-dose displacement, % at 20 µM; IC50 in µM for titrated hits | 200,000 compounds, 0.007% hits; in the data active means displacement above about 50%; further: a part of the inactive calls stands beside numbers as strong as those of hits
Dengue-2 NS5 capping: Dengue-2 NS5 methyltransferase inhibitors, primary screen, biochemical, confirmation dose response (AID 588689); Dengue-2 NS5 methyltransferase capping enzyme assay, biochemical; higher % means a stronger effect; 340,000 compounds, 0.3% hits; inhibition, % at 25 µM, or IC50 in µM where a hit was titrated; in the data active means a potency from the dose series; inconclusive means inhibition above about 29% without an active follow-up result
Siah-1 displacement: Siah-1 peptide-binding antagonists, primary screen, biochemical, fluorescence polarization, rhodamine-plectin, uHTS (AID 1817). Siah-1 / rhodamine-plectin peptide fluorescence polarization; higher % means a stronger effect. displacement, % at 20 µM, or IC50 in µM where a hit was titrated. 290,000 compounds, 0.02% hits;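 active means displacement of at least 50% at 20 µM, with a fluorescence ratio check between 0.3 and a set limit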;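 further: plate controls were Siah plus tracer with DMSO for no effect and tracer alone without Siah for full effect; strong numbers were not always called active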
LYP inhibition: PTPN22 lymphoid phosphatase activity blockers – biochemical, fluorescence intensity, uHTS (AID 1779). inhibition, % at 11.5 µM, or IC50 in µM where a hit was titrated. recombinant LYP phosphatase, fluorescence intensity; higher % means a stronger effect. 290,000 compounds, 0.054% hits;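 further: plate controls were vehicle with enzyme for no effect and no enzyme for full effect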
Myeloid diff MLP: promotes myeloid progenitor differentiation | 360,000 compounds, 1% hits | ER-HoxA9 myeloid progenitors, lysozyme-GFP differentiation, flow cytometry | AID 624256 | calls only at 10 µM;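 active means normalized GFP-positive differentiation at or above the plate's own cutoff, the solvent-only control mean plus 3 SD; inconclusive means no clear call, values can overlap the other calls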;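 further: cells exposed to compound for four days before flow analysis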
HIV peptide binding: cell-free HIV fusion peptide-binding blockers – biochemical, uHTS, fluorescence dequenching, primary screen (AID 1986); cell-free peptide binding, fluorescence dequenching, 30 min; higher % means a stronger effect; one-dose inhibition, % at 20 µM; IC50 in µM for titrated hits; 290,000 compounds, 0.3% hits; in the data active means inhibition mostly above about 52%, no sharp cut-off; inactive means mostly below about 76%; further: some results filed as inactive read as strong as hits
HEK293 NOD2/NF-kB: inhibition of NOD2-driven NF-kB reporter – cell-based, luminescence, uHTS, HEK293 (AID 1566); HEK293 NOD2/NF-kB luciferase reporter, luminescence; higher % means a stronger effect; one-dose inhibition, % at 4 µM; EC50 in µM for titrated hits; 290,000 compounds, 0.63% hits; further: many of its hits are not listed in these tables
AID2073: disruptors of CaV2.2 binding to Mint1 – biochemical, HTRF (AID 2073). HTRF protein-protein interaction, Mint1-CaV2.2; higher % means a stronger effect. 290,000 compounds, 0.19% hits. inhibition, % at 20 µM; hits with a dose series show IC50 in µM; in the data active means inhibition mostly above about 51%, no sharp cut-off; inconclusive means no clear call, values can overlap the other calls; inactive means mostly below about 53%; further: some results filed as inactive read as strong as hits
Lipid droplet: hepatic lipid droplet formation modulation | inhibition, % at 6.5 µM | AID 1656 | AML12 mouse hepatocytes, oleate lipid droplets, BODIPY imaging | 240,000 compounds, 0.4% hits;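 active means lipid droplet intensity inhibited by at least 50%, with more than 500 cells counted; inconclusive means wells with under 300 cells, treated as cytotoxic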
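Assay system: AML12 mouse liver cells | Compound dosing: One dose, 6.5 µM compound | Read-out basis: Droplet intensity reduction, % inhibition | Measured by: Fluorescence imaging, 20x objective, two fields per well | Schedule: Overnight treatment with compound plus oleate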
Lipid droplet cells 6.5 µM: also measured in Lipid droplet; calls as there; cell count; measured here: cell count, cytotoxicity flag;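 cells counted across two imaged fields per well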
Dengue-2 NS5 capping pilot replicate: second read-out of Dengue-2 NS5 capping, no call of its own (marks repeat the call); inhibition, %; measured here: pilot screen replicate inhibition
Myeloid diff MLP GFP+ MAC1+ %: second read-out of Myeloid diff MLP, no call of its own (marks repeat the call); GFP+ MAC1+ double positive, %; measured here: differentiation confirmed by MAC1 staining
The depositor's hits bear a star; i = inactive; ? = inconclusive; . = no result given; + = active, no number. Unless noted, no stated cut-off is given here; in the data, active means inhibition above about 50%; inactive means the rest.

SMILES	XIAP displacement	Dengue-2 NS5 capping	Siah-1 displacement	LYP inhibition	Myeloid diff MLP	Myeloid diff MLP GFP+ MAC1+ %	HIV peptide binding	HEK293 NOD2/NF-kB	AID2073	Lipid droplet	Lipid droplet cells 6.5 µM	others
Cc1cc(C)nc(NC2=NC3CCCCC3N2)n1 (centres undefined)	-7.3%	-4%	1%	-5%	i	0.4	-1.0%	-7%	-6%	-13	744
Cc1oc(C)c(C(=O)NCCCC(=O)O)c1C(=O)NCCCC(=O)O	-1.7%	1%	1%	-4%	i	0.7	-1.9%	11%	2%	.	.
CC(=O)c1c(C(C)=O)c(C)n(NC(=O)c2ccncc2)c1C	-1.3%	-1%	-2%	-3%	i	1.1	-1.8%	15%	3%	.	.
CCOc1cc(C(=O)NN=C2CCCC2)cc(OCC)c1OCC	.	1%	8%	-10%	i	1.2	-0.3%	-12%	4%	-1	793
CNS(=O)(=O)c1cccc(C(=O)OCC(=O)NC(C)CCc2ccccc2)c1 (centres undefined)	.	-2%	2%	-7%	i	0.7	-1.3%	1%	3%	.	.
COc1ccc(N(CC(=O)NC2CCCCC2)C(=O)c2ccc(C)s2)c(OC)c1	.	-5%	0%	-6%	i	2.2	0.6%	4%	2%	-6	824
O=C(CCC(=O)OCC(=O)c1ccccc1)Nc1cccc2cccnc12	2.1%	-6%	3%	-1%	i	10	-1.8%	-1%	-3%	.	.
Cc1ccnc(NS(=O)(=O)c2ccc(NC(=O)c3oc4ccc(F)cc4c3C)cc2)n1	.	-1%	13%	-2%	i	1.2	5.8%	-44%	11%	4	717
CCCCSCCCNC(=O)c1ccc(CS(=O)(=O)c2ccc(OC)cc2)o1	.	-3%	2%	-3%	.	.	-0.6%	4%	11%	-31	777
Cc1nc(NC(=O)CSc2cc(C)c3ccccc3n2)c(Cl)cc1Cl	-5.8%	1%	-4%	0%	i	0.8	-0.4%	-19%	12%	0	657
c1ccc(Cn2c(SCc3nc4ccccc4s3)nnc2-c2ccco2)cc1	1.0%	12%	11%	4%	i	0.7	18%	0%	3%	-29	700
NC1=NC2(CCCCC2)N(c2cccc(Cl)c2)C(N)=N1	-12%	-6%	2%	1%	+	12*	1.4%	14%	-3%	4	716
CN(Cc1cccc(C(F)(F)F)c1)Cc1nc(-c2cnccn2)no1	-9.1%	1%	-4%	0%	i	0.2	-1.2%	-3%	-8%	0	712
Cc1ccc(NC(=O)CN2C(=O)N/C(=C/c3ccccc3OCc3cccc(C(=O)O)c3)C2=O)cc1	.	-11%	33%	14%	i	0.0	29%	-19%	6%	6	831
CCCCNC(=S)Nc1ccc(-c2nc3ccc(C)cc3s2)cc1	-37%	9%	-6%	-10%	i	1.2	1.8%	-74%	26%	15	653
COc1ccc(/C(C)=N/Nc2ccc(C(=O)O)cc2)cc1OC	-7.6%	-2%	2%	-1%	i	0.5	-1.1%	-28%	-10%	5	660
CNCC(C)COc1ccccc1OCc1ccccc1 (centres undefined)	-9.4%	-1%	2%	-4%	i	0.2	-1.6%	16%	3%	-7	639
Cc1ccc2occ(C(c3nnnn3Cc3ccccc3)N3CCOCC3)c(=O)c2c1 (centres undefined)	-6.5%	5%	-2%	-7%	i	1.0	1.7%	13%	-9%	.	.
CCOc1ccc(CCN2CN(CC)CNC2=S)cc1OCC	-2.5%	-1%	0%	1%	i	0.5	-0.4%	2%	-6%	5	777
Cc1ccc(C)c(N2CCN(C(c3ccncc3)c3nnnn3Cc3ccccc3)CC2)c1 (centres undefined)	-3.0%	-5%	5%	-2%	i	2.2	-2.3%	2%	-4%	.	.
O=C(O)COc1ccccc1/C=N/NC(=O)c1cc(-c2ccc(F)cc2)nc2ccccc12	-10%	1%	-2%	-1%	i	0.5	19%	-14%	22%	-5	714
Nc1c(C(=O)c2ccccc2)oc2ccc(Br)cc12	-4.3%	-3%	0%	-6%	i	0.9	-1.3%	-48%	3%	.	.
CCOc1ccc(N2C(=O)CC(Sc3nc(-c4cccs4)cc(C(F)(F)F)c3C#N)C2=O)cc1 (centres undefined)	1.0%	7%	-2%	7%	i	0.6	23%	5%	11%	.	.
COc1cc(CN2C(=S)NC(C)(C)CC2(C)O)cc(OC)c1 (centres undefined)	-3.7%	-10%	-4%	0%	i	0.3	-1.1%	13%	16%	-2	620
O=C(CSc1ncn[nH]1)Nc1ccc(S(=O)(=O)Nc2ncccn2)cc1	-3.5%	-7%	16%	-5%	i	0.4	0.6%	2%	-14%	6	712
C#Cc1ccc([C@H]2C=C(C(=O)N3CCN(Cc4ccccc4)CC3)O[C@@H](OCc3ccc(CO)cc3)C2)cc1	-7.7%	-10%	-1%	-2%	i	2.7	7.7%	30%	25%	5	637
O=C(Nc1ccc(N2CCN(C(=O)c3ccco3)CC2)cc1)c1cccs1	-0.3%	-11%	5%	-1%	i	0.4	-0.1%	-1%	-2%	.	.
COc1ccccc1/C=C/C1=NC(=C\C=C/c2ccccc2)/C(=O)O1	-2.9%	-49%	13%	-6%	i	0.4	45%	16%	12%	2	708
Cc1cccc(/C=N/n2c(COc3ccccc3)n[nH]c2=S)c1	.	-8%	-6%	-6%	i	1.5	2.5%	-7%	-20%	-3	815
COC(=O)CSc1nnc(CNc2ccc(OC)cc2)n1C	-4.1%	2%	0%	-9%	+	3.8*	-1.7%	5%	-10%	.	.
O=[N+]([O-])c1ccc(NC(=S)N2CCN(c3ccccc3)CC2)cc1	-2.8%	-1%	7%	-4%	i	0.4	0.3%	-14%	-21%	1	643
CCn1c(SCC(=O)N(C)c2c(N)n(Cc3ccccc3)c(=O)[nH]c2=O)nc2ccccc21	.	-2%	-2%	-2%	i	0.4	-0.3%	8%	-22%	-7	643
CCS(=O)(=O)Nc1c(C)n(C)n(-c2ccccc2)c1=O	-5.4%	1%	-2%	-7%	i	6.7	-1.9%	5%	-6%	6	779
Cn1cc([N+](=O)[O-])c(C(=O)Nc2cc(Oc3cccnc3)cc([N+](=O)[O-])c2)n1	-5.2%	.	6%	-6%	.	.	-2.2%	27%	1%	.	.
COc1ccccc1NC(=O)CSc1nc2ccccc2c(=O)n1C	.	-1%	2%	-9%	i	0.6	-0.3%	44%	5%	-2	796	Dengue-2 NS5 capping pilot replicate=0.3
c1ccc(CNCCC(Cc2ccccc2)c2ccco2)cc1 (centres undefined)	.	1%	-1%	-6%	i	0.5	-0.6%	-28%	4%	3	757
Cn1c(=O)c(C(=O)NC2CCCCCCC2)c(O)c2ccccc21	-1.5%	2%	1%	2%	i	6.7	1.1%	3%	-2%	.	.
Nc1ccc(C(=O)N/N=C/c2ccccc2)cc1	0.6%	0%	0%	-2%	i	1.1	0.6%	-36%	-2%	.	.
CCOc1ccccc1NC(=O)CCC(=O)Nc1ccc2nc(N3CCN(C)CC3)cc(C)c2c1	-0.3%	-30%	2%	3%	i	0.8	-1.3%	14%	-14%	.	.
Clc1ncn(C23CC4CC(CC(C4)C2)C3)n1	-5.5%	.	4%	-4%	i	0.6	1.2%	14%	0%	.	.
COc1ccc(NS(=O)(=O)c2cccc(C(=O)N/N=C/c3cn(-c4ccccc4)nc3-c3ccc(OC)cc3)c2)cc1	.	-3%	5%	-1%	i	0.7	-0.6%	-129%	30%	16	657
COCCNC(=O)c1ccc(C)c(S(=O)(=O)Nc2ccc(C)cc2)c1	1.3%	-13%	0%	-6%	i	9.8	-0.1%	-8%	-6%	-1	788
Cc1ccc2c(c1)CCCN2S(=O)(=O)c1cccc(C(=O)Nc2ccccc2C(=O)O)c1	.	8%	4%	-10%	i	0.7	67%	4.5µM*	9%	1	690
COc1ccc(CNCC(O)(c2ccc(F)cc2)c2ccc(F)cc2)cc1	-0.5%	-1%	20%	-2%	i	0.1	-0.7%	-8%	-5%	.	.
COc1ccccc1N1CCN(C(=O)c2cc3c(s2)-c2ccccc2OC3)CC1	.	-1%	7%	-5%	i	5.3	-0.3%	19%	20%	0	743
COC(=O)c1ccc(C(=O)OC)c(NC(=O)CSc2ccccn2)c1	-1.3%	0%	1%	-4%	i	3.7	-0.6%	15%	-8%	5	748
CCOC(=O)/C(N=Nc1sc(C(=O)OC)c(C)c1C(=O)OCC)=C(\O)CCl	0.3%	-7%	2%	2%	i	0.4	-1.5%	9%	7%	-1	656
COCCCNC(=O)C1=CCN(S(=O)(=O)c2ccc(OC)cc2)CC1	.	-1%	-5%	-9%	i	1.2	2.4%	-9%	3%	11	710
O=C(Cn1cnc2ccc(Br)cc2c1=O)c1cccs1	-1.5%	-2%	5%	-1%	i	1.0	-2.5%	6%	7%	.	.
CCCCCCCNC(=O)C1(CC2CC(c3ccc(Cl)cc3)=NO2)CCNCC1 (centres undefined)	.	-12%	0%	-2%	?	.	-1.4%	6%	7%	-19	710
COC(=O)c1ccccc1OCC(=O)N1CCN(c2ccc(OC)cc2)CC1	-0.4%	-6%	4%	-6%	i	0.9	-2.0%	11%	9%	.	.
C/C(=N\NC(=O)Cn1cc([N+](=O)[O-])cn1)c1ccco1	.	-3%	5%	-1%	i	0.7	0.1%	10%	-1%	-6	660
CCOc1cc(CN2CCN(c3ccc(C(C)=O)cc3)CC2)ccc1OC	-1.3%	-3%	6%	-1%	i	7.7	0.6%	5%	6%	.	.
N#CCc1ccc(NS(=O)(=O)c2ccc(N3CCCC3=O)cc2)cc1	-6.7%	-7%	-2%	-7%	i	1.0	2.4%	24%	46%	13	644
CC1(C)CC(=O)c2c(nn(-c3ccccc3)c2-c2ccncc2)C1	1.5%	-10%	-7%	0%	i	2.5	0.8%	-2%	1%	2	734	Dengue-2 NS5 capping pilot replicate=-2.3
CCOC(=O)C(=O)c1c(-c2ccccc2)nc2ccccn12	-2.4%	-16%	3%	-2%	i	0.1	-0.5%	13%	-6%	-21	683

In the list so far, these contain an NH in an aromatic ring.
SMILES	XIAP displacement	Dengue-2 NS5 capping	Siah-1 displacement	LYP inhibition	Myeloid diff MLP	Myeloid diff MLP GFP+ MAC1+ %	HIV peptide binding	HEK293 NOD2/NF-kB	AID2073	Lipid droplet	Lipid droplet cells 6.5 µM	others
O=C(CSc1ncn[nH]1)Nc1ccc(S(=O)(=O)Nc2ncccn2)cc1	-3.5%	-7%	16%	-5%	i	0.4	0.6%	2%	-14%	6	712
Cc1cccc(/C=N/n2c(COc3ccccc3)n[nH]c2=S)c1	.	-8%	-6%	-6%	i	1.5	2.5%	-7%	-20%	-3	815
CCn1c(SCC(=O)N(C)c2c(N)n(Cc3ccccc3)c(=O)[nH]c2=O)nc2ccccc21	.	-2%	-2%	-2%	i	0.4	-0.3%	8%	-22%	-7	643

An excerpt. The share of hits here may be higher or lower than overall.
